Source: PubChem BioAssay
PP1 counter: blocks human PP1-alpha phosphatase, a PP5 counter-screen | inhibition, % at 6.7 µM | purified PP1alpha, OMFP fluorescence | 0.9% of 320,000 active | P62136;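 active = inhibition above the mean inhibition of all tested compounds plus 3 SD, computed separately for each screening campaign, cut at about 15% in these data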
AHR act: activates the human aryl hydrocarbon receptor | activation, % at 5 µM | AHR-responsive luciferase reporter cells, luminescence | P35869 | 2.5% of 320,000 active; in the data active = activation above about 47%;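 also: 0% = vehicle wells and 100% = reference agonist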
Target sequence (P35869 whole entry, looked up): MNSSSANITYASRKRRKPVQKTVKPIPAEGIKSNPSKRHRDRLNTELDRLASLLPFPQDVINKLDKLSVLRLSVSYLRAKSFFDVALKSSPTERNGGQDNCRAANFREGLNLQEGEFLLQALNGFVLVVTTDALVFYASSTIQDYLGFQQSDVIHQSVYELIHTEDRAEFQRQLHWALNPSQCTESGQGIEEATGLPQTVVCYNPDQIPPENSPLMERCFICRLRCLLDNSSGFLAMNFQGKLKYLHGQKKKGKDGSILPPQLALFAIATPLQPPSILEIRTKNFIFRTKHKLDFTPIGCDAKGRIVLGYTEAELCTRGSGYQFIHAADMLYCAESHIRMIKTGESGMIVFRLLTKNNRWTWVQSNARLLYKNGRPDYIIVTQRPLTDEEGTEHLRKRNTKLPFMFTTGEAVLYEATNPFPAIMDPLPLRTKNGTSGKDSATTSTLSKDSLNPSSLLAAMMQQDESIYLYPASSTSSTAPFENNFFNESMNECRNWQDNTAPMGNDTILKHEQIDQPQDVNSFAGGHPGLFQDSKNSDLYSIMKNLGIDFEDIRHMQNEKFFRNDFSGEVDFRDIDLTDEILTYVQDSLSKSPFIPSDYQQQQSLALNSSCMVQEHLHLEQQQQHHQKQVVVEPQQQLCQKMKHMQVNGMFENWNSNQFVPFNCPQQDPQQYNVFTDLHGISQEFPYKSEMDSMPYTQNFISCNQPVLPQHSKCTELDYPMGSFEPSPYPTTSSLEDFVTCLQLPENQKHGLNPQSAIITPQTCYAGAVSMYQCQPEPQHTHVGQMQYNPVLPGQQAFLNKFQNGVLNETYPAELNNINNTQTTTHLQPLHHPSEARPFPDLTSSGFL
procasp7 counter: activates human procaspase-7, counter-screen for procaspase-3 activators. P55210. recombinant procaspase-7, Ac-DEVD-pNA absorbance 405 nm; D23A/D198A/D206A triple mutant, cannot self-cleave; scale: DMSO 0, 5 µM enzyme 100. activation, % at 8.5 µM. 0.093% of 330,000 active. AID 463210;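 active = percent activation above the screen-wide mean plus 3 SD, cut at about 25% in these data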
Target sequence (P55210 whole entry D23A/D198A/D206A): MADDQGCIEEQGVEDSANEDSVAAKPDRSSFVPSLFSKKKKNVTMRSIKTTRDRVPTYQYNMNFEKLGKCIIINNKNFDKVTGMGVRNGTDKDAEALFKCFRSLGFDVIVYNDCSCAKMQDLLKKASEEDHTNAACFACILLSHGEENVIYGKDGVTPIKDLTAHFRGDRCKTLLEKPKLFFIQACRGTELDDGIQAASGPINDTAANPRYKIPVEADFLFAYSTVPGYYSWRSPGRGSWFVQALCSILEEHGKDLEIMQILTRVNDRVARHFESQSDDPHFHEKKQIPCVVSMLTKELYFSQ
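buffer or medium = Zinc-free HEPES/NaCl buffer, pH 7.4 | material = Procaspase-7 triple mutant (PC-7 D3A) | input = 2 µM procaspase-7 mutant as dispensed | signal = Epi-absorbance of released pNA at 405 nm, two timepoints | timing = 1 h preincubation, 2 h reaction | replicates = singlicate compound testing | evaluation = % activation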
TPT1 inh: blocks Candida albicans tRNA 2'-phosphotransferase; recombinant caTPT1, FP RNA substrate dephosphorylation; AID 1962; 0.81% of 300,000 active; inhibition, % at 5 µM;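 active = inhibition above the mean of all tested compounds plus 3 SD, set per screening campaign, cut at about 24% in these data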;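 also: plate controls were DMSO alone for no effect and ferristatin control at 100 nM for full effect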
Fh CTSL1 inh: blocks F. hepatica cathepsin L1 in PFM18AAP counter-screen; recombinant F. hepatica cathepsin L1, Z-Leu-Arg-MCA fluorescence; inhibition, % at 5.96 µM; 0.49% of 300,000 active; AID 1906;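 active = inhibition above the mean of all tested compounds plus 3 SD, set per screening campaign, cut at about 17% in these data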;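 also: 0% = plate median of test compound wells and 100% = 1 µM Z-Phe-Ala-diazomethylketone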
PP5 primary: blocks human protein phosphatase 5 activity; purified PP5c, OMFP substrate fluorescence; P53041; inhibition, % at 6.7 µM; AID 1987; 0.18% of 320,000 active;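 active = inhibition above the campaign's mean inhibition across all tested compounds plus 3 SD, cut at about 9.5% in these data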;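 also: 0% = DMSO only and 100% = 100 µM cantharidin control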
HCV core dimer: HCV core protein dimerization inhibition; inhibition, % at 5 µM; AID 1899; TR-FRET GST/Flag-core106 dimerization, 1536-well; 0.33% of 300,000 active;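 active = inhibition above the mean of all tested compounds plus 3 SD, set per screening campaign, cut at about 45% in these data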
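Material: GST/Flag-tagged HCV core106 proteins. Incubation: 4 h, 22.5 °C incubation. Read-out basis: inhibition (%) from 671 over 617 nm ratio. Measured by: TR-FRET, excitation 340 nm, emission 617 and 671 nm.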
procasp3 activ: activates human procaspase-3 | P42574 | recombinant procaspase-3 D3A, Ac-DEVD-pNA absorbance 405 nm | activation, % at 8.5 µM | 0.11% of 330,000 active | AID 463141;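 active = activation above the mean of all tested compounds plus 3 SD, cut at about 21% in these data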;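 also: 0% = DMSO alone and 100% = DMSO wells spiked with extra 5 µM PC-3 D3A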
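Assay system: Procaspase-3 D3A mutant, all three cleavage aspartates alanine. Buffer or medium: Zinc-free HEPES saline buffer with Triton X-100. Times: 1 h compound preincubation, 2 h substrate hydrolysis at 25 °C. Measured by: 405 nm absorbance of p-nitroaniline, reads at 0 and 120 min. Read-out basis: percent activation relative to control range. Replicates: singlicate.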
PAFAH2 FP inh: PAFAH2 (human) inhibition; recombinant PAFAH2, FP-rhodamine activity probe, fluorescence polarization; inhibition, % at 3.39 µM; Q99487; 0.99% of 340,000 active; AID 492956;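 active = inhibition above the mean over all tested compounds plus 3 SD, cut at about 30% in these data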;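 also: inhibitors block probe labeling of enzyme so polarization drops; 0% = enzyme with DMSO and 100% = wells lacking PAFAH2 protein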
Starred values were filed as active, the others as inactive; / = no result given.

SMILES	PP1 counter	AHR act	procasp7 counter	TPT1 inh	Fh CTSL1 inh	PP5 primary	HCV core dimer	procasp3 activ	PAFAH2 FP inh
CCOC(=O)c1cnc2ccc(OCC)cc2c1NCCN1CCOCC1	-2	6	-3	-2	4	1.5	-4	5	1
CCc1nnc(NC(=O)C2Cc3ccccc3C(=O)O2)s1 (stereo unspecified)	-1	2	-3	3	-4	-0.7	-6	-2	7
Cn1c(SCC(=O)NCc2ccco2)nnc1-c1c[nH]c2ccccc12	-4	30	2	-3	-5	0.7	11	3	6
CC(C)(C)NC(=O)C(OC(=O)c1cccs1)c1ccc(F)cc1 (stereo unspecified)	-1	0	8	3	-40	0.7	-4	2	-7
Cc1cc(C(=O)NCc2cccnc2)cs1	-2	-1	8	0	-1	1.8	-4	2	5
CC(NC(=O)COC(=O)c1cc(=O)[nH]c2ccccc12)c1ccccc1 (stereo unspecified)	-2	-1	0	1	-7	1.0	-3	1	2
N#Cc1c2c(c(-c3ccco3)[nH]c1=O)CCCC2	-4	3	4	-4	-1	0.8	-2	-5	19
COc1ccc(C(=S)N2CCCC2)cc1C	-2	-1	3	-5	-1	-1.1	-3	1	-1
CCOc1cc(/C=N\NC(=O)OC(C)(C)C)ccc1OC(=O)c1ccco1	0	3	1	-5	-2	2.0	1	-7	3
CC1C=Cc2ccccc2N1C(=O)c1ccccc1 (stereo unspecified)	2	9	8	0	3	3.9	8	1	5

Three of the entries above in order of their number in TPT1 inh, high to low.
smiles,TPT1 inh
CC1C=Cc2ccccc2N1C(=O)c1ccccc1 (stereo unspecified),0
Cn1c(SCC(=O)NCc2ccco2)nnc1-c1c[nH]c2ccccc12,-3
N#Cc1c2c(c(-c3ccco3)[nH]c1=O)CCCC2,-4

Next compounds follow.
SMILES	PP1 counter	AHR act	procasp7 counter	TPT1 inh	Fh CTSL1 inh	PP5 primary	HCV core dimer	procasp3 activ	PAFAH2 FP inh
CC(C)NC(=O)CN1CCC(c2nc3ccccc3[nH]2)CC1	4	3	3	-5	-1	-0.2	-6	-1	5
CN(C)S(=O)(=O)c1ccc(NC(=O)/C=C/c2ccccc2Cl)cc1	3	-7	3	1	1	2.4	7	-7	-26
CC(NC(=O)CCc1nnc(-c2ccccc2)o1)c1ccccc1 (stereo unspecified)	0	2	1	2	0	4.1	-4	-2	-2
CCOc1cc(C=O)ccc1OCc1cc(=O)n2cc(C)ccc2n1	0	0	0	-2	4	-1.9	4	-2	3
CCOC(=O)c1c(NC(=O)C2COc3ccccc3O2)sc(C(C)=O)c1C (stereo unspecified)	-1	0	7	-1	0	1.1	6	-5	6
O=Cc1ccc(Oc2cccc(C(F)(F)F)c2)nc1	-1	-1	-2	-2	2	-1.2	3	-4	-2
CC(C)Cc1nc2sc3c(SCC(N)=O)ncnc3c2c2c1CCC2	-3	4	12	-1	5	-1.1	3	3	-4
COc1ccc(C)cc1N(CC(=O)N1CCCCCC1)S(=O)(=O)c1ccccc1	-2	-3	3	-1	2	3.7	10	4	-2
C/C=C(\C)C(=O)Nc1cccc(C2=NOC3(C2)C[C@@H](C(N)=O)N(C(=O)/C(C)=C/C)C3)c1 (stereo partly specified)	-1	0	7	0	1	0.1	8	-5	3
O=C1/C(=C\c2ccc(Br)o2)SC(=Nc2ccccc2)N1c1ccccc1	11	1	-4	1	0	1.7	59*	-6	5
O=C(NNC(=O)C1CCN(c2ncccn2)CC1)c1ccc(F)cc1	-5	1	3	1	-1	-1.3	-3	-3	4
O=S(=O)(/N=C(/c1ccccc1Cl)N1CCOCC1)c1ccccc1	2	-4	-7	-4	1	0.1	-2	9	7
Cc1c(CN2CCc3c([nH]c4ccccc34)C2CC(C)C)cnn1C (stereo unspecified)	1	19	4	3	-3	1.2	0	-1	-6
COc1ccc(S(=O)(=O)N[C@@H](CC(C)C)C(=O)O)cc1	3	0	11	0	0	0.1	-7	-4	-8
O=S(=O)(Nc1ccccc1)c1cccc2nonc12	2	0	5	-2	2	3.1	4	7	-3
CC(C)(C)OC(=O)C[C@@H]1C/C=C\C[C@@H](CC(=O)NCCO)C(=O)NC[C@@H](c2ccccc2)OC1=O	/	0	7	/	/	/	/	1	8
O=C(CN(C(=O)C1CSC(=O)C1)c1cccc(F)c1)NCc1ccc2c(c1)OCO2 (stereo unspecified)	2	-2	14	-3	-6	-0.5	9	1	6
CCN(C[C@H]1N[C@@](C)(C(=O)OC)[C@H]2C(=O)N(C)C(=O)[C@@H]12)C(=O)c1ccc(C(C)(C)C)cc1	/	-1	9	/	/	/	/	13	10
O=C(N/N=C\c1ccc(Cl)s1)C1COc2ccccc2O1 (stereo unspecified)	0	0	6	-2	-2	1.0	-4	5	-5
N=c1c2c3c(sc2ncn1Nc1ccccc1)CCC3	-2	68*	3	0	4	-0.4	-1	-1	/

Of the compounds above, these contain a tert-butyl group.
SMILES	PP1 counter	AHR act	procasp7 counter	TPT1 inh	Fh CTSL1 inh	PP5 primary	HCV core dimer	procasp3 activ	PAFAH2 FP inh
CC(C)(C)NC(=O)C(OC(=O)c1cccs1)c1ccc(F)cc1 (stereo unspecified)	-1	0	8	3	-40	0.7	-4	2	-7
CCOc1cc(/C=N\NC(=O)OC(C)(C)C)ccc1OC(=O)c1ccco1	0	3	1	-5	-2	2.0	1	-7	3
CC(C)(C)OC(=O)C[C@@H]1C/C=C\C[C@@H](CC(=O)NCCO)C(=O)NC[C@@H](c2ccccc2)OC1=O	/	0	7	/	/	/	/	1	8
CCN(C[C@H]1N[C@@](C)(C(=O)OC)[C@H]2C(=O)N(C)C(=O)[C@@H]12)C(=O)c1ccc(C(C)(C)C)cc1	/	-1	9	/	/	/	/	13	10

Going on with the list:
SMILES	PP1 counter	AHR act	procasp7 counter	TPT1 inh	Fh CTSL1 inh	PP5 primary	HCV core dimer	procasp3 activ	PAFAH2 FP inh
O=C(Nc1ncccc1O)c1cccc(S(=O)(=O)NCc2ccccc2)c1	0	0	1	-3	-1	0.9	-1	-1	14
CC(=O)Nc1ccc(C(=S)NCC2(N(C)C)CCCCC2)cc1	-1	3	-1	-2	4	-5.6	-7	-2	-2
CC1CCCC(C)N1C(=O)CSc1nccc(=O)[nH]1 (stereo unspecified)	3	-1	5	-2	1	0.7	-4	-2	3
CC(=O)c1sc2ccccc2c1OC(=O)c1ccco1	-1	6	-57	-3	-2	3.3	-9	-30	5
COC(=O)N/N=C/c1cc(C)n(-c2ccc(Br)cc2)c1C	1	5	1	0	-1	0.8	3	-2	4
Cc1ccc(OC(=O)c2cccc(C(=O)Oc3ccc(C)cn3)n2)nc1	6	-2	6	1	1	-0.4	-7	1	/
CCOc1ccc2nc(Cl)c(C3CC(c4ccco4)=NN3S(=O)(=O)c3ccccc3)cc2c1 (stereo unspecified)	5	1	-2	0	1	2.9	42	8	-16
CCC(C)N(C)C1CCN(C(=S)Nc2cccc(SC)c2)CC1 (stereo unspecified)	-3	4	-17	-1	-2	1.8	0	-3	0
Cc1nnc2c(-c3ccccc3)nc3ccccc3n12	2	89*	6	-1	-3	-0.6	9	1	6
COc1ccc(OC)c(C(=O)Cn2nnc3ccccc3c2=O)c1	1	2	11	1	1	1.3	-6	5	0
O=C(c1ccco1)N1CCN(C(c2ccccc2Cl)c2nnnn2CC2CCCO2)CC1 (stereo unspecified)	0	1	1	2	19*	1.5	-7	1	2
CCOC(=O)N1CCC(N2CC34C=CC(O3)C(C(=O)Nc3ccc(F)cc3)C4C2=O)CC1 (stereo unspecified)	-12	1	-3	-4	1	2.3	-1	-2	1
Cc1ccccc1C(=O)OCc1nnc(-c2ccc(Cl)cc2)o1	1	3	2	-1	-3	2.4	-3	-3	33*
O=C(CN(C(=O)Cn1nnc(-c2cccs2)n1)c1ccc2c(c1)OCCO2)NCC1CCCO1 (stereo unspecified)	-7	5	5	0	-6	2.5	1	-17	-4
CCOc1cc(/C=C2/C(=O)ON=C2C)ccc1OCc1ccc(F)cc1	-2	1	3	1	-1	-0.3	1	4	17
Cc1cccc(N2CCN(c3ccc4cc(S(=O)(=O)N5CCCCC5)ccc4n3)CC2)c1C	-3	-2	10	1	0	0.2	-5	7	2
CCCN(N=Nc1cccc([N+](=O)[O-])c1)c1cccc([N+](=O)[O-])c1	-1	13	-5	2	-4	1.0	3	0	8
C/C=C/C=C\C(=O)Nc1cccc(C2=NOC3(C2)C[C@@H](C(N)=O)N(C(=O)/C(C)=C/C)C3)c1 (stereo partly specified)	2	6	2	1	3	1.6	52*	0	-10
O=S(=O)(Cc1ccccc1)N1CCc2ccccc21	-5	31	-3	2	4	-2.0	1	2	/
O=c1n(Cc2ccc(F)cc2)nc2n1-c1ccccc1SC2	1	-3	-5	-5	-2	3.7	-1	-8	5
Cc1ccc(N/C=C2\C(=O)N(c3ccc(F)cc3F)C(c3cccnc3)S2(=O)=O)cc1 (stereo unspecified)	1	3	-1	3	7	-0.7	0	-5	-3
O=C(Nc1ccc(F)cc1F)c1cc2n(n1)C(C(F)(F)F)C1CCCCC1N2 (stereo unspecified)	0	6	2	7	3	3.5	8	-9	2
Cc1ccc(SCC(=O)NNC(=O)c2ccccc2)c(C)c1	-1	-3	-3	-2	-2	-0.5	-7	7	11
CN(C)c1ccc(CNC(=O)c2cc(S(=O)(=O)N3CCCC3)cn2C)cc1	2	0	1	3	2	0.1	-6	3	6
COc1cc(OC)c2ccc(=O)oc2c1C(CCN1CCCC1)c1ccc(N(C)C)cc1 (stereo unspecified)	1	4	9	3	1	1.1	-9	2	1
CCOC(=O)N1CCN(C(=O)c2ccccc2NC(=O)c2ccc(Br)cc2)CC1	-4	5	-2	2	-4	1.0	7	4	44*
COc1ccccc1-c1cc(C(=O)NCCc2ccccc2)no1	0	-9	10	-1	-3	3.9	6	1	-4
CCOC(=O)c1ccc(S(=O)(=O)N2CCN(C/C=C/c3ccccc3)CC2)cc1	/	-1	2	/	/	/	/	5	-2
O=C(c1ccccc1-c1ccccc1)N1CCN(c2ccccn2)CC1	-4	0	-9	0	-1	-0.5	-1	0	11
CCCn1nc(C(=O)OCC(=O)c2ccccc2)c2ccccc2c1=O	-1	-2	1	1	-11	1.5	3	1	6
O=C(CNCCN1CCOCC1)Nc1ccccc1Sc1ccccc1	1	0	-7	3	1	-6.3	-13	2	-8
O=C(CCSc1ccc(Cl)cc1)N1CCCCCC1	-1	-1	0	-2	-1	-1.0	2	-7	8
CCn1c(Cn2nnc(-c3ccccc3)n2)nnc1SCC(=O)Nc1cccc(C)c1C	0	-3	-3	-1	-1	2.5	7	12	-3
Cc1ccccc1-c1nn2c(-c3ccccc3)nnc2s1	3	30	4	-4	5	0.1	8	-4	13
CCC(Sc1nc2n[nH]c(C)c2c(=N)n1-c1ccc(C)c(Cl)c1)C(=O)N1CCOCC1 (stereo unspecified)	1	5	0	-3	2	2.6	14	-2	13
Cc1ccc(C(=O)NNC(=O)C(C)Oc2ccc3ccccc3c2)o1 (stereo unspecified)	-2	2	5	-3	7	-2.0	-3	-4	4
COc1cc(C(=O)Nc2ccc(N(C)C)cc2)c([N+](=O)[O-])cc1OC	-2	6	-5	5	0	1.1	-7	-6	-3
COc1ccccc1N1CCN(CC(=O)Nc2ccc(Cl)c(C(F)(F)F)c2)CC1	4	0	-5	1	3	4.8	-1	0	-1
Cc1cccc(-n2c(O)c(C=NC3CCS(=O)(=O)C3)c3ccccc3c2=O)c1C (stereo unspecified)	-1	-2	-4	-3	5	-2.4	2	7	7
